POLB inh = blocks human DNA polymerase beta activity. P06746. Pol beta primer extension/strand displacement, fluorescence kinetic. Potency, µM (top dose mostly 114 µM), for the others: top-dose activity change, negative = inhibition, actives largely listed as inhibitors. hit rate 1.3% among 340,000; note: % is set by controls: 0 for no effect and ±100 for the full control effect
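Human Pol beta at 10 nM; strand-displacement substrate 50 nM final. Compound exposure 15 min at room temperature before start, reaction 10 min at room temperature.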
JMJD2A Tudor inh = inhibitors of human JMJD2A Tudor domain. Potency, µM (series often up to 114 µM), for the others: top-dose activity change, negative = inhibition, hits mostly inhibitors. AlphaScreen JMJD2A-Tudor / H3K4me3 peptide binding. hit rate 4.4% among 390,000. O75164; note: % is set by controls: 0 for no effect and ±100 for the full control effect; nearly all actives have a fitted effect of over 50% in size
BAZ2B block = blocks human BAZ2B | Q9UIF8 | AlphaScreen BAZ2B-H3K14Ac peptide displacement | Potency, µM (doses to about 114 µM), for inactives: at the highest dose activity change, negative = inhibition, usual class: inhibitors | hit rate 4.4% among 360,000; note: % is set by controls: 0 for no effect and ±100 for the full control effect; nearly all actives have a fitted effect of over 60% in size
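Protein-peptide AlphaScreen: BAZ2B 50 nM, b-H3K14Ac 50 nM, 1x PBS pH 7.4 + 0.01% Tween-20. Preincubation 30 min RT; cpd 30 min RT (top 110 uM); beads 20 min RT, light-protected.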
POLH inh = blocks human DNA polymerase eta activity | Q9Y253 | recombinant Pol eta, fluorescent DNA replication assay | Potency, µM (top dose mostly 114 µM), for inactives: top-dose activity change, negative = inhibition, usual class: inhibitors | hit rate 1.2% among 390,000; note: % is set by controls: 0 for no effect and ±100 for the full control effect
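Pol eta (10 nM) was preincubated with compounds for 15 min at room temperature, after which fluorescent replication substrate (50 nM final) was added to start the reaction. Fluorescence was read kinetically at 0 and 10 min.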
APEX1 inh = APE1 (human) endonuclease inhibition | recombinant APE1, TAMRA/BHQ-2 abasic DNA cleavage fluorescence | hit rate 0.35% among 350,000 | Potency, µM (top dose mostly 65.8 µM), for inactives: at the top dose activity change, negative = inhibition, most hits filed as inhibitors;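 note: plate controls were vehicle for no effect and reference inhibitor for full effect; nearly all actives have a fitted effect of over 55% in size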
Target sequence (P27695 whole entry, looked up): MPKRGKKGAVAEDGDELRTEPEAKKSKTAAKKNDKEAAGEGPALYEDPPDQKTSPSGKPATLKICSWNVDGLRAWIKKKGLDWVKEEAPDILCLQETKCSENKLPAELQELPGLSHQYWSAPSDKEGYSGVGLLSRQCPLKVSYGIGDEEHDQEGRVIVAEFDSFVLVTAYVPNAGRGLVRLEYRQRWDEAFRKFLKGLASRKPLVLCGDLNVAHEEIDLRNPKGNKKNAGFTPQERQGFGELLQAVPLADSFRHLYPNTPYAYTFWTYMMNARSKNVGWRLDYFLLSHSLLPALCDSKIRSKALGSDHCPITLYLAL
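Measures dequenching upon AP-site incision of a 5'-TAMRA/3'-BHQ-2 THF-containing duplex, 50 nM; human APE1 0.75 nM after 15 min room-temperature exposure to compound; kinetic three-point read at one-minute spacing.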
BLM helicase inh = blocks DNA unwinding by human BLM helicase. P54132. recombinant BLM DNA unwinding, fluorescence dequenching. Potency, µM (doses to about 56.1 µM), for the others: at the highest dose activity change, negative = inhibition, usual class: inhibitors. hit rate 0.2% among 350,000. AID 2528;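 note: plate controls were vehicle for no effect and no enzyme for full effect; nearly all actives have a fitted effect of over 35% in size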
G9a block = G9a (human) methyltransferase inhibition | Potency, µM (titrated, usually from 102 µM), for the others: at the highest dose activity, negative = inhibition, most hits filed as inhibitors | hit rate 8.8% among 350,000 | G9a H3K9 monomethylation, AlphaScreen, 2 h; note: % is set by controls: 0 for no effect and ±100 for the full control effect; nearly all actives have a fitted effect of over 75% in size
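G9a (20 nM) was preincubated 15 min with compound, then reacted 2 h at room temperature with 500 nM biotin-H3K9 peptide and 20 µM SAM. Monomethyl-H3K9 detected by AlphaScreen using anti-H3K9me1 antibody.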
POLK inh = DNA polymerase kappa (human) inhibition; Q9UBT6; purified Pol kappa, fluorescent DNA synthesis assay, 10 min; Potency, µM (series often up to 107 µM), for the others: at the top dose activity, negative = inhibition, hits mostly inhibitors; hit rate 0.53% among 400,000; AID 588579; note: % is set by controls: 0 for no effect and ±100 for the full control effect
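10 nM Pol kappa was preincubated with compounds for 15 min at room temperature. Reaction started with 50 nM (final) substrate. Fluorescence read kinetically at 0 and 10 min.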
Pol iota inh = DNA polymerase iota (human) inhibition. Q9UNA4. Pol iota fluorescent replication assay, 10 min. Potency, µM (doses to about 115 µM), without a hit: at the top dose activity, negative = inhibition, most hits filed as inhibitors. hit rate 1% among 390,000
Target sequence (Q9UNA4 whole entry, looked up): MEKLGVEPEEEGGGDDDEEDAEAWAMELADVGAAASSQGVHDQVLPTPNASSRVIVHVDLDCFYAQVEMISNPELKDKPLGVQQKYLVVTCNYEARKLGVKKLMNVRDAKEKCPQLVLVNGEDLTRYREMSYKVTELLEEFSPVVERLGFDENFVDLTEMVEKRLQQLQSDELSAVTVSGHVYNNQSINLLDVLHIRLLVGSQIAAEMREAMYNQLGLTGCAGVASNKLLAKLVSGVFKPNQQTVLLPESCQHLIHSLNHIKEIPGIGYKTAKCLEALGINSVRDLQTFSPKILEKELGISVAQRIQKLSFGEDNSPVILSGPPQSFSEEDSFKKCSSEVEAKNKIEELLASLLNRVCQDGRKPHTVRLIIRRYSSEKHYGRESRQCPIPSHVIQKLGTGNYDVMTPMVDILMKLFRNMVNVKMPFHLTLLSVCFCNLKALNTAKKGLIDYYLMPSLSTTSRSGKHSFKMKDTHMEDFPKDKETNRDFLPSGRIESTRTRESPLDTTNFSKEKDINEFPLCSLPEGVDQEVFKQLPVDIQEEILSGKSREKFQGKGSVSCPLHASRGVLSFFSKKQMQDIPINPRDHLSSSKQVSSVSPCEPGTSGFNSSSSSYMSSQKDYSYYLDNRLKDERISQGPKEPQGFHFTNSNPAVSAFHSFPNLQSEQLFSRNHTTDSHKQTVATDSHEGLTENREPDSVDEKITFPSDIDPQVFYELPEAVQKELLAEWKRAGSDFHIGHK
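Pol iota at 10 nM preincubated 15 min with compounds at room temperature; reaction started with fluorescent substrate, 50 nM final. Fluorescence read kinetically at 0 and 10 min; buffer-only wells as negative control.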
Starred values were filed as active, the others as inactive; ? = inconclusive; nt = not tested or not shown; & = joins results of further samples; [ ] = dose if it differs, or a comment. Calls come from the whole dose curve; as a rule, active = well fitted curve in the direction sought with a large enough effect; inconclusive = small, poorly fitted or top-dose-only effect, or another doubt; inactive = no such curve, though single readings can be large; an effect the other way counts as inactive or inconclusive. Potency is the fitted concentration of half-maximal effect. This is a subset. The share of hits here may be higher or lower than overall.

nr	smiles	POLB inh	JMJD2A Tudor inh	BAZ2B block	POLH inh	APEX1 inh	BLM helicase inh	G9a block	POLK inh	Pol iota inh
1	CCCCCNC(=O)[C@@H]1CSC2c3ccccc3C(=O)N21 (stereo not given in full)	47%	-11%	1%	0%	-15%	-3%	26%	-18%	-11%
2	CCc1ccc(NC(=O)c2cc3c(C)nc4ccccc4c3o2)cc1	-17%	-8%	-12%	-7%	-4%	-2%	8%	-1%	60%[activator]
3	CCOc1ccc(-c2c(C)nn3c(C)c(C(=O)NCC(C)c4ccccc4)cnc23)cc1OCC (stereo not given)	2%	-32%	?	-10%	nt	-11%	0%[59 µM]	-1%	-21%
4	O=C(O)C1CCN1C1CCCCC1 (stereo not given)	27%	32µM*	2%	4%	11%	2%	?	-9%	6%
5	COc1cccc(N(CC(=O)NC2CCCCC2)C(=O)CCC(=O)Nc2nc(C)cs2)c1	29%	?	1%	-9%	1%[12.4 µM]	0%	26%[59 µM]	-3%	-10%
6	OC1(c2cccc(C(F)(F)F)c2)CCN(Cc2nc(-c3cnccn3)no2)CC1	2%	-1%	-22%	-5%	0%	-3%	23%[12.7 µM]	0%	3%
7	O=C(Nc1ccc(Cl)c(S(=O)(=O)N2CCOCC2)c1)c1ccc(Cl)nc1	nt	-23%	5%	-12%	-1%	nt	-30%	-7%	24%
8	O=C(Nc1ccc(-c2nc3ccccc3s2)c(O)c1)C1=COCCO1	?	?	?	?	?	-23%	?	-3%	23%
9	CCc1cc2c(cc3c(=O)n(CC(=O)N4CCN(c5ccccn5)CC4)nc(CC)n32)s1	9%	-16%	-22%	-5%	0%	2%	-33%	-3%	8%
10	Nc1ccc(S(=O)(=O)Nc2nccc(/C=C/c3cccc(Br)c3)n2)cc1	22%	-3%	-1%	-19%	3%	-2%	0%	-19%	121%[activator]
11	CCNc1nc(N)c(C(=C(C#N)C#N)c2ccccc2)s1	-11%	14%	-1%	-4%	-7%	-6%	29%[0.501 µM]	-6%	16%
12	O=C(COC(=O)c1ccc(Sc2ccccc2)c([N+](=O)[O-])c1)NC1CCCc2ccccc21 (stereo not given)	-2%	-26%	?	-9%	-20%	-20%	?	1%	-1%
13	COc1ccc(NC(=O)C2C3C=CC(O3)C2C(=O)NCc2cccnc2)cc1 (stereo not given)	6%	2%	6%	-12%	3%	1%	?	1%	1%
14	CCCS(=O)(=O)Nc1ccc(-c2cn3c(n2)SCC3)cc1	9%	-11%	?	-7%	-6%	-8%	?	-10%	-5%
15	CCOc1cc2sc(N3CCC(C(=O)Nc4ccc(C(C)C)cc4)CC3)nc2cc1Br	8%	-29%	?	1%	nt	-1%	-31%[59 µM]	-8%	?
16	CCOC(=O)N1CCN(C(=O)c2c[nH]c3ccc(S(=O)(=O)N(C)c4ccc(F)cc4)cc3c2=O)CC1	2%	-15%	-14%	-17%	-19%	-1%	15%	-9%	12%
17	Cc1cc(SCC(=O)N/N=C/c2ccc(O)cc2O)c(C)cc1Br	19%	-25%	13%	-23%	-3%	-10%	4%	-8%	-5%
18	C[n+]1cn(/N=C/c2ccccc2)c2ccccc21	-1%	?	10%	-10%	3%	69%	1.6µM*	-9%	4%
19	CC(C)CN1CC(COCc2ccccc2)Oc2ccccc2S1(=O)=O (stereo not given)	nt	23%	nt	-16%	-44%	nt	nt	2%	7%
20	COC(=O)c1ccc(S(=O)(=O)NCCc2ccccc2OC)n1C	14%	-2%	0%	-9%	1%	-9%	15%[59 µM]	-3%	20%
21	CC(=O)Nc1ccccc1C(=O)C(=O)O	36%[activator]	5%	-1%	-4%	1%&2%	-3%&1%	-18%	1%	?
22	Cc1nc(N2CCN(c3ccccc3)CC2)nc2c1C(=O)CC(c1ccccc1)C2 (stereo not given)	8%	-34%	-3%	-12%	-1%	-1%	-34%	-8%	15%
23	O=C(Nc1ccc(S(=O)(=O)N2CCCCC2)cc1)C1CC(=O)N(c2ccc(F)cc2)C1 (stereo not given)	15%	-19%	2%	-12%	-14%	-7%	-8%	-16%	-3%
24	Cc1noc(C)c1C(=O)N1CCC(Cc2ccccc2)CC1	50%	-18%	8%	5%	-1%	-1%	-6%[12.7 µM]	-7%	-8%[58.9 µM]
25	O=C(COc1ccc(Cl)cc1Cl)N/N=C/c1ccccn1	4%	7%	16%	-7%	4%	4%	nt	2%	-12%
26	Cc1c(CNC2CCCCCC2)c(C(=O)O)c(C)n1Cc1c(F)cccc1Cl	17%	-24%	-11%	2%	nt	2%	-7%[59 µM]	-6%	-22%
27	CCOC(=O)c1ccc(NC(=O)CNNC(=O)COc2ccccc2C)cc1	nt	-27%	nt	-28%	3%	nt	nt	-13%	23%
28	COc1cccc(NC(=O)CSCc2cc(=O)n3ccsc3n2)c1	2%	-2%	-11%[57.1 µM]	15%	34%	-1%	1%	-6%	6%
29	CC(C)CCN(C(=O)CNC(=O)c1cccs1)C(C(=O)NC1CCCC1)c1ccncc1 (stereo not given)	51%	-7%	5%	-10%	8%	0%	2%	-8%	2%
30	COc1ccc(Br)cc1CNC(=O)Cn1ncn2nc(-c3cccs3)cc2c1=O	22%	-11%	-29%	-13%	nt	0%	-34%[59 µM]	-9%	4%
31	COc1ccc(CN2CCc3c(c(=O)n4ncc(C(=O)N5CCN(c6ccccc6OC)CC5)c4n3C)C2)cc1	1%	-15%	-16%	13%	nt	0%	-8%[59 µM]	-12%[60.1 µM]	-1%
32	Cc1ccc(C)c(NC(=O)CSc2ccc(-c3ccco3)nn2)c1	?	-7%	-25%	4%	3%	-12%	-14%[59 µM]	-19%	80%[activator]
33	COc1ccc(OC)c(CCNC(=O)c2ccc(NC3=NC4CS(=O)(=O)CC4S3)cc2)c1 (stereo not given)	-29%	-24%	-10%	-18%	6%	-2%	-1%	-8%	14%
34	CC(=O)Nc1ccc(C2Nc3c(C)cc(C)cc3-c3cc(C)nn32)cc1 (stereo not given)	5%	-31%	-33%	-25%	nt	-4%	-18%[59 µM]	-12%	33%[activator]
35	CC(=O)c1nc(N2C(=O)C3CC=C(C)CC3C2=O)sc1C (stereo not given)	-2%	-7%	-8%	-21%	8%	2%	?	-17%	?
36	Cc1nc2ccccc2n1C1CC(=O)N(Cc2ccccc2)C1=O (stereo not given)	-6%	0%	5%	-12%	2%	-1%	-3%	3%	-1%
37	Cc1nc(N)sc1N=Nc1ccc(Br)cc1	-3%	?	25µM*	-22%	-5%	-12%	?	-8%	11%
38	Cc1nnc(SC(C)C(=O)NC2CCCCC2)s1 (stereo not given)	nt	-3%	3%	3%	5%	nt	-27%	2%	17%
39	C/C(=N\Nc1ccccc1Cl)c1ccc(-n2ccnc2)cc1	-4%	56µM*	50µM*	-27%	-9%	-3%	10µM*	-7%	113%[activator]
40	C=CCc1ccc(OCCCOc2ccc(C(=O)O)cc2)c(OC)c1	1%	-14%	-11%	5%	2%	0%	-30%	6%	63%[activator]
41	CCCOC1CCCN(C(=O)c2cc(COc3c(F)cccc3F)on2)C1 (stereo not given)	9%	-5%	?	-5%	-11%	0%	25%	-4%	22%
42	CCS(=O)(=O)N1Cc2ccccc2CC1C(=O)Nc1cccc(OC)c1 (stereo not given)	1%	-17%	1%	-3%	-11%	-2%	12%	-12%	-14%
43	Cc1c(Cl)cccc1NC(=O)N1CCC(CN2CCOCC2)CC1	37%	3%	4%	-14%	nt	1%	-3%[59 µM]	0%	?
44	Cc1ccc(-c2nc(Cn3c(=O)cc(-c4ccccc4)c4c(C)nn(C)c43)c(C)o2)cc1	-7%	-23%	-7%	-1%	nt	-9%	9%[59 µM]	0%	-7%
45	CCCCCOc1ccc(NC(=O)CCCC(=O)O)cc1	7%	-19%	13%	0%	1%	1%	17%[59 µM]	-13%	2%
46	O=c1cc(O)c2c(=O)n(-c3ccccc3)c3ccccc3c2o1	22µM*	?	1%	?	-1%	-3%	-9%[59 µM]	-26%	6%
47	CC(C)CN(C(=O)CN1CCN(c2ccc(F)cc2)CC1)c1c(N)n(CC(C)C)c(=O)[nH]c1=O	7%	2%	-6%	-14%	22%	-9%	0%[59 µM]	-7%	58%[activator]
48	Cc1cccc(OCc2nnc(SCC(=O)c3c(N)n(C4CC4)c(=O)[nH]c3=O)o2)c1	nt	-3%	11%	-6%	8%	nt	?	-10%	17%
49	COc1ccc2nc(SCC(O)c3cccc(Br)c3)[nH]c2c1 (stereo not given)	0%	?	-11%	-23%	nt	-3%	?	-15%	-10%
50	OCC1(Cc2ccccc2)CCCN(C2CCCC2)C1 (stereo not given)	0%	-4%	-1%	-20%	1%	-3%	?	2%	-18%

Retrieved by compound from above (two):
nr	smiles	POLB inh	JMJD2A Tudor inh	BAZ2B block	POLH inh	APEX1 inh	BLM helicase inh	G9a block	POLK inh	Pol iota inh
37	Cc1nc(N)sc1N=Nc1ccc(Br)cc1	-3%	?	25µM*	-22%	-5%	-12%	?	-8%	11%
16	CCOC(=O)N1CCN(C(=O)c2c[nH]c3ccc(S(=O)(=O)N(C)c4ccc(F)cc4)cc3c2=O)CC1	2%	-15%	-14%	-17%	-19%	-1%	15%	-9%	12%

The list goes on.
nr	smiles	POLB inh	JMJD2A Tudor inh	BAZ2B block	POLH inh	APEX1 inh	BLM helicase inh	G9a block	POLK inh	Pol iota inh
51	COc1ccc(N2CCN(S(=O)(=O)c3cc4c5c(c3)C(C)C(=O)N5CCC4)CC2)cc1 (stereo not given)	nt	-30%	-26%	-14%	51%[activator]	nt	45µM*	-2%	14%
52	CC(=O)N(C(C)=O)c1nc2nc(C)cc(C)n2n1	0%	?	56µM*	0%	-9%	-3%	?	-6%	41%[activator]
53	CC(=NCCCNC1CCCCC1)C1=C(O)CC(C)(C)CC1=O	-2%	2%	1%	-1%	2%	2%	12%[12.7 µM]	2%	-2%
54	COc1ccccc1-n1c(CNC(=O)COc2ccccc2)n[nH]c1=S	6%	7.1µM*	-1%	-6%	-2%	-5%	?	-5%	-8%

Another view of some results above:
51. COc1ccc(N2CCN(S(=O)(=O)c3cc4c5c(c3)C(C)C(=O)N5CCC4)CC2)cc1 (stereo not given)
  POLB inh: nt | JMJD2A Tudor inh: -30% | BAZ2B block: -26% | POLH inh: -14% | APEX1 inh: 51%[activator] | BLM helicase inh: nt | G9a block: 45µM* | POLK inh: -2% | Pol iota inh: 14%

52. CC(=O)N(C(C)=O)c1nc2nc(C)cc(C)n2n1
  POLB inh: 0% | JMJD2A Tudor inh: ? | BAZ2B block: 56µM* | POLH inh: 0% | APEX1 inh: -9% | BLM helicase inh: -3% | G9a block: ? | POLK inh: -6% | Pol iota inh: 41%[activator]

Assay outcomes (PubChem BioAssay)
